From PubChem BioAssay
Rev-erbA mod – modulators of Rev-erb alpha DNA binding, primary screen, biochemical, FITC-DNA, fluorescence polarization, uHTS | Nuclear receptor subfamily 1 group D member 1 (Homo sapiens), P20393 | Rev-erbα–FITC-DNA binding, 90 min | activity, % at 10 µM | 0.79% of 370,000 active;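 active = activity above about 14%, limit read from the data; passing the limit was not always enough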;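 also: 0% = DMSO wells with 35 nM protein and 100% = DMSO wells with 750 nM protein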
UHRF1 binding – UHRF1 methylated DNA binding inhibitors, primary screen, counter-screen for MBD2 inhibitor project, biochemical, TR-FRET, human UHRF1, single concentration. 0.75% of 370,000 active. UHRF1 binding to methylated oligo. inhibition, % at 4.4 µM. E3 ubiquitin-protein ligase UHRF1 (Homo sapiens), Q96T88. AID 687016, 2013; in the data active = inhibition above about 21%;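 also: UHRF1 SRA domain binding a hemimethylated CpG hairpin DNA probe; 0% = median of test compound wells and 100% = reference inhibitor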
DDE Tn6 FP inh – inhibitors of Tn6 peptide binding to fibrin DD(E), primary screen, biochemical, fluorescence polarization, human fibrin, Tn6 probe; Fibrinogen beta chain (Homo sapiens), P02675; Fibrin DD(E) TRITC-Tn6 fluorescence polarization displacement; inhibition, % at 8.3 µM; 0.21% of 370,000 active;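 active = inhibition above a per-campaign cutoff: mean of compounds within control limits plus 3 SD, cut at about 15% in these data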;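 also: 0% = median of all compound wells on the plate and 100% = blocking peptide control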
PLC-beta3 inh – human PLC-beta3 inhibitors, primary screen, biochemical, fluorescence; 1-phosphatidylinositol 4,5-bisphosphate phosphodiesterase beta-3 (Homo sapiens), Q01970; Purified PLC-beta3, fluorogenic substrate; inhibition, % at 12.2 µM; 0.18% of 370,000 active; AID 720704, 2013; in the data active = inhibition above about 11%;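 also: 0% = median of compound wells on plate and 100% = full blocker control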
ARFGAP1 inh – inhibitors of rat ARFGAP1 GAP activity, primary screen, biochemical, fluorescence polarization, GDP tracer; ADP-ribosylation factor GTPase-activating protein 1 (Rattus norvegicus), Q62848; inhibition, % at 16.5 µM; 0.26% of 360,000 active; Arfgap1-stimulated ARF1 GTP hydrolysis, GDP FP detection;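 active = inhibition above a per-plate limit, mean inhibition of low control wells plus 3 SD, cut at about 25% in these data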;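 also: 0% = DMSO wells with enzyme and 100% = wells lacking Arfgap1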
Target sequence (Q62848 1-136 limits assumed): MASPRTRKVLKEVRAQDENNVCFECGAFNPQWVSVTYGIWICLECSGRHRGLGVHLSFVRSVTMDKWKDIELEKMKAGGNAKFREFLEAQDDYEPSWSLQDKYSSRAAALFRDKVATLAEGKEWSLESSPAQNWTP
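system = rat Arfgap1 catalytic domain, aa 1-136 | technique = FP, GDP Alexa 633 tracer displaced from anti-GDP antibody, 620/688 nm | compound = one concentration, 16.5 µM, DMSO 1.26% | medium = HEPES-based buffer, pH 7.5 | timing = compound-enzyme preincubation 20 min, reaction 120 min, detection 60 min, 25 °C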
ASAP1 inh – inhibitors of human ASAP1 ArfGAP activity, primary screen, biochemical, fluorescence polarization. Arf-GAP with SH3 domain, ANK repeat and PH domain-containing protein 1 (Homo sapiens), …. ASAP1-stimulated ARF1 GTP hydrolysis, GDP FP detection. inhibition, % at 16.5 µM. 0.19% of 360,000 active; in the data active = inhibition above about 25%;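 also: 0% = vehicle with enzyme and substrate and 100% = no enzyme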
Target sequence (Q9ULH1 325-724 limits assumed): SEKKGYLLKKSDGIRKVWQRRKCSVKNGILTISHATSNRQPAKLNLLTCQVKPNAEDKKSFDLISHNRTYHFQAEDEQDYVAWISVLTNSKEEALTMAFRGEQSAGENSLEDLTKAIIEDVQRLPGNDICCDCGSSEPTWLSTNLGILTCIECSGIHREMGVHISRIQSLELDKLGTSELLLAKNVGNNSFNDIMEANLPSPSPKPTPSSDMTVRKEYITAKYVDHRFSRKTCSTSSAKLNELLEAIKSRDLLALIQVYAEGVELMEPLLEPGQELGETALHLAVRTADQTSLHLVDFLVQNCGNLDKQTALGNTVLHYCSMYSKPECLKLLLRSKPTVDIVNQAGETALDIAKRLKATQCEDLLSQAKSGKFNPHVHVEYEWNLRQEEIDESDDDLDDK
PLCg1 inh – PLC-gamma1 enzyme inhibitors, primary screen, biochemical, fluorescence, purified enzyme; 1-phosphatidylinositol 4,5-bisphosphate phosphodiesterase gamma-1 (Homo sapiens), P19174; fluorogenic substrate; inhibition, % at 12.2 µM; 0.84% of 370,000 active; AID 720700, 2013; in the data active = inhibition above about 9.5%
KLK7 zymogen act – proKLK7 zymogen activators, primary screen, biochemical, fluorescence intensity; purified proKLK7, EDANS-DABCYL substrate fluorescence; 100% is mature enzyme control, 0% vehicle; 0.9% of 370,000 active; AID 652039, 2013; Kallikrein-7 (Homo sapiens), P49862; activation, % at 7 µM;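 active = activation above the mean of all tested compounds plus 3 SD, computed per campaign excluding outliers beyond control limits, cut at about 13% in these data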
Target sequence (P49862 whole entry, looked up): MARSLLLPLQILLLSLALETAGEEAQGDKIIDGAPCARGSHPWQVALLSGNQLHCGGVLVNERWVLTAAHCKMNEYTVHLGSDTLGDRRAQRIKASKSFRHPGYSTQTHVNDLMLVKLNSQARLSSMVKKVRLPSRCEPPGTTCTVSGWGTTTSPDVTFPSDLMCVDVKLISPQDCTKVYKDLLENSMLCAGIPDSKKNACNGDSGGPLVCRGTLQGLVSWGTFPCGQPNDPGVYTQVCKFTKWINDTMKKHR
Tn7 DDE FP – inhibitors of Tn7 peptide binding to fibrin DD(E), primary screen, biochemical, fluorescence polarization, human fibrin, Tn7 probe; FP displacement of FITC-Tn7 peptide from fibrin DD(E); 0% = median of compound wells per plate; inhibition, % at 8.3 µM; 0.13% of 370,000 active; AID 720508, 2013;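 active = inhibition above the mean of compounds falling within the control limits plus 3 SD of them, cut at about 14% in these data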;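 also: 0% = plate median of compound wells and 100% = 10 µM Aha-Tn7 peptide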
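system = human fibrin DD(E) protein | quantity = DD(E) 2 µM final | medium = Tris/NaCl/CaCl2 buffer, pH 7.8 | also added = labelled Tn7 tracer, 0.1 µM | compound dosing = single point at 8.3 µM | timing = compound with protein 10 min, then 3 h after probe, room temperature | signal = FP measurement | benchmarks = Aha-Tn7 high control | repeats = one replicate per compound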
HGIII-sPLA2 inh – human group III sPLA2 inhibitors, primary screen, biochemical, QFRET, BODIPY PC-A2 liposome substrate; Group 3 secretory phospholipase A2 (Homo sapiens), Q9NZ20; QFRET BODIPY PC-A2 liposome hydrolysis, fluorescence; inhibition, % at 12.2 µM; 0.56% of 370,000 active; AID 743126, 2013;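 active = inhibition above mean plus 3 SD of compounds lying within the high and low control bounds, cut at about 19% in these data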;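 also: 0% = median of test compound wells and 100% = no enzyme DMSO wells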
Starred values were filed as active, the others as inactive; . = no result given. Random draw from the library; any-hit rate near 4.5%.

SMILES	Rev-erbA mod	UHRF1 binding	DDE Tn6 FP inh	PLC-beta3 inh	ARFGAP1 inh	ASAP1 inh	PLCg1 inh	KLK7 zymogen act	Tn7 DDE FP	HGIII-sPLA2 inh
CCN(C[C@H]1N[C@@](Cc2ccccc2)(C(=O)OC)[C@H]2C(=O)N(C)C(=O)[C@@H]12)C(=O)c1ccccc1	1.1	0.3	1.9	-0.9	-4.2	-0.3	-2.0	0.4	4.9	5.9
Cc1cc(OCC(=O)N2CCc3ccccc3C2)c(C)cc1Br	-1.5	-1.4	0.3	-6.9	-3.6	-3.2	-0.1	-0.3	3.6	-0.1
COCCCNC(=O)c1ccc2c(c1)NC(=O)C(C)(C)O2	-3.6	-0.5	5.3	3.7	.	.	0.6	-0.3	0.8	4.6
COCc1[nH]nc2c1C(c1ccc(Br)cc1)N(c1ccc(OC)cc1)C2=O (centres undefined)	5.2	1.3	1.9	-3.0	-1.1	-3.9	0.3	0.2	9.4	4.2
CCN(CC)S(=O)(=O)c1cccc(NC(=O)CSc2nc3ccccc3[nH]2)c1	0.8	-2.9	3.1	-1.1	-4.4	4.8	2.8	0.2	1.6	-15.0
COc1ccc(OC)c(-c2cc(C(F)(F)F)c3c(n2)sc2c(O)cc(=O)[nH]c23)c1	7.4	-1.3	0.7	-16.3	-4.2	-3.4	-17.6	-0.1	-1.5	-0.2
CSc1ncccc1C(=O)Nc1cccc(S(=O)(=O)N(C)c2ccccc2)c1	-0.7	0.8	-5.6	-2.6	0.4	-0.9	-7.6	0.3	10.1	-4.0
O=C(OCc1nnc(-c2ccccc2)o1)c1ccc2ccccc2n1	0.6	-4.3	-2.9	-5.1	-5.8	-6.2	-4.1	0.8	7.8	3.0
O=C1COc2ccc(C(=O)CSc3ccccc3C(=O)O)cc2N1	1.5	-0.3	6.0	-8.0	-4.5	-0.7	-3.8	0.8	6.5	-6.4
NC(=O)c1ccc(Cn2c(C(=O)c3cc(Cl)c(N)c(Cl)c3)c3ccccc3[n+]2[O-])cc1	3.4	-5.3	4.2	-6.8	-0.4	-8.5	-6.4	0.1	-3.4	-17.9
CC1=CCC2C(=O)N(c3ccc(C(=O)Nc4ccccc4Cl)cc3)C(=O)C2C1 (centres undefined)	0.2	0.3	-0.7	-3.7	0.9	3.3	1.2	0.1	6.5	-8.8
O=C(CC(c1ccc(F)cc1)c1ccco1)Nc1nccs1 (centres undefined)	-5.4	0.7	-3.5	-2.1	-1.5	-0.7	4.2	-0.3	-6.9	-12.4
CN(CC(=O)NCC1COc2ccccc2O1)S(=O)(=O)c1ccc(Cl)cc1 (centres undefined)	-0.4	1.3	5.8	0.2	-3.3	-6.2	0.0	-0.3	3.1	-8.8
CC1CC(Nc2ccccc2)c2ccccc2N1C(=O)c1ccncc1 (centres undefined)	3.3	-1.7	5.7	-2.8	-12.4	7.5	2.1	0.7	3.0	-0.1
COc1ccccc1-c1coc2cc(OCC(=O)OCc3ccccc3)ccc2c1=O	-3.3	3.6	3.1	3.4	-8.9	-6.1	1.2	0.0	-4.0	-6.0
CC(=O)Nc1cc(C)ns1	9.1	5.6	-3.9	-0.9	-3.0	0.8	5.9	0.7	2.0	10.0
O=C(Nc1ccc2c(c1)CCC2)c1cccs1	-3.2	1.0	-0.2	-3.8	-1.8	1.9	0.8	0.1	2.0	0.3
O=C(NN=C1c2ccccc2-c2ccccc21)c1ccccc1	-6.7	-2.7	0.2	-16.6	3.9	9.4	-8.0	1.8	5.9	0.9
COC(=O)c1ccc(CNC(=O)CSc2nc3ccccc3[nH]2)cc1	0.8	2.5	1.6	1.0	-4.8	11.2	-9.1	-0.3	-2.9	0.4
COc1ccc(NC(=O)CN(C)C(=O)c2cccc(NS(=O)(=O)c3ccc(Br)cc3)c2)cc1	0.2	1.0	0.8	0.9	2.9	1.7	3.4	-0.3	0.7	-29.4

2 of these compounds, set out differently:
smiles | Rev-erbA mod | UHRF1 binding | DDE Tn6 FP inh | PLC-beta3 inh | ARFGAP1 inh | ASAP1 inh | PLCg1 inh | KLK7 zymogen act | Tn7 DDE FP | HGIII-sPLA2 inh
CN(CC(=O)NCC1COc2ccccc2O1)S(=O)(=O)c1ccc(Cl)cc1 (centres undefined) | -0.4 | 1.3 | 5.8 | 0.2 | -3.3 | -6.2 | 0.0 | -0.3 | 3.1 | -8.8
CC1CC(Nc2ccccc2)c2ccccc2N1C(=O)c1ccncc1 (centres undefined) | 3.3 | -1.7 | 5.7 | -2.8 | -12.4 | 7.5 | 2.1 | 0.7 | 3.0 | -0.1

The list goes on:
SMILES	Rev-erbA mod	UHRF1 binding	DDE Tn6 FP inh	PLC-beta3 inh	ARFGAP1 inh	ASAP1 inh	PLCg1 inh	KLK7 zymogen act	Tn7 DDE FP	HGIII-sPLA2 inh
CCCc1cc(=O)oc2cc(OCC(=O)Nc3ccc4c(c3)OCCO4)ccc12	8.6	-1.2	-2.7	-1.5	10.6	-8.1	-3.2	0.7	0.9	4.1
COC(=O)[C@@H]1OC(=O)[C@H]2O[C@@]23[C@@]1(C)CC[C@@H]1[C@@]2(C)C=CC(=O)OC(C)(C)[C@@H]2CC(=O)[C@]13C	-1.4	-1.6	3.8	1.1	-0.4	-1.6	2.3	0.2	-4.0	3.4
Cc1ccc(NC(=O)CSc2nc3ccccc3c(=O)n2CCCC(=O)NCCCN2CCOCC2)cc1	2.3	-0.6	-6.1	-1.1	-15.2	-2.7	4.5	-0.4	5.8	-8.0
C[C@H]1CN([C@@H](C)CO)C(=O)c2cccc(NC(=O)C3CC3)c2O[C@H]1CN(C)Cc1ccncc1	4.0	1.9	6.6	0.9	-4.1	-1.8	2.0	-0.7	2.3	6.9
COC(=O)[C@]12C[C@H](CC(=O)NCCCCc3ccccc3)C(=O)N(Cc3ccc(Cl)cc3Cl)C1=C[C@H](C(C)C)O[C@@H]2C1CC1	6.4	-0.7	-6.2	0.8	.	.	-1.5	-0.1	-5.2	0.3
CCOC(=O)Cn1c(-c2cccnc2)nc(-c2ccccc2)c1-c1ccccc1	3.7	3.8	7.8	-11.0	15.6	0.7	-0.9	0.8	-8.9	-7.0
CS(=O)(=O)N(CC(=O)N1CCCCCC1)Cc1ccc(Cl)cc1	3.9	2.6	0.8	2.8	8.3	9.7	7.0	-0.1	-5.7	2.4
O=C1COc2ccc(C(=O)COC(=O)c3ccco3)cc2N1	0.0	9.8	-11.1	-13.6	-1.3	5.9	-1.4	-0.6	2.3	14.4
O=C(c1cccc([N+](=O)[O-])c1)N1CCCC(C(=O)N2CCN(c3ccccc3)CC2)C1 (centres undefined)	3.5	-1.9	-3.2	-6.5	-6.2	3.3	0.6	-0.2	-1.9	-5.3
COc1ccc(Cl)cc1NC(=O)CS(=O)(=O)c1cccc2nsnc12	5.9	-1.6	-6.9	2.7	2.9	-7.0	-0.9	-0.4	-3.5	-6.9
O=C(CC1CCCC1)Nc1cc(S(=O)(=O)N2CCOCC2)ccc1O	0.0	1.3	5.6	-0.3	-5.9	-7.3	-1.0	0.3	-2.9	-5.2
CC(C)c1ccc(NC(=S)NNC(=O)c2cccnc2)cc1	1.8	2.2	-2.4	-4.0	7.4	-11.8	5.8	0.3	1.9	13.6
CCCCCC(=O)N1C[C@H](O)[C@@H](n2cc(C3CC3)nn2)C[C@@H]1c1ccc(Cl)cc1	-4.0	-0.9	-2.7	-0.6	0.2	1.1	-0.5	-0.3	4.3	-5.3
COc1cc(-c2cc(C(=O)N3CCN(c4ccccn4)CC3)c3ccccc3n2)cc(OC)c1OC	3.6	-1.3	-2.5	-180.2	-2.8	6.5	-122.1	8.1	6.7	-16.5
C[C@@]12C(=O)Nc3cc(Cl)ccc3C(=O)N1[C@H]1c3cc(Br)ccc3OC[C@@H]1[C@@H]2c1ccccc1	-0.1	1.2	-5.7	-0.5	2.4	0.8	-4.1	-0.5	9.1	1.2
O=C(NNc1ccc([N+](=O)[O-])cc1)c1ccccc1F	-3.3	8.0	-3.9	-4.8	-10.5	1.7	-7.3	-0.5	-0.7	0.3
O=C(c1ccc(Br)cc1)N(C1=NCCCCS1)c1ccccc1	-0.3	-0.9	-4.6	2.9	0.0	-6.0	0.6	-0.5	-10.0	-3.4
Cc1cccc(CNC(=O)c2ccccc2NC(=O)C2=CSCCO2)c1	-5.3	4.0	2.7	-14.1	-2.2	5.5	-2.8	-0.1	1.4	-6.7
CC1CCCCC12NC(=O)N(CC(=O)NCc1ccccc1Cl)C2=O (centres undefined)	1.3	-1.2	0.4	3.8	4.1	-2.6	4.1	-0.8	-9.7	0.3
Cc1ccc(C(=O)NNC(=O)C2CCN(c3ncccn3)CC2)cc1	2.2	0.1	3.0	-13.1	-2.5	-4.6	-7.6	0.0	1.3	1.3
Cc1cc(NC(=O)OC2CCCCC2)ccc1[N+](=O)[O-]	4.3	-0.3	3.8	0.7	-3.3	-0.7	7.5	-0.6	-1.9	-3.2
O=C(COC(=O)c1ccc(Oc2ccccc2)cc1)Nc1nnc(-c2ccccc2)o1	1.0	-0.8	-1.7	-9.7	-5.6	-7.7	-6.5	0.1	8.2	3.8
COc1cc(/C=N/NC(=O)Cn2nc([N+](=O)[O-])cc2C)cc(Br)c1OCc1ccccc1	-0.2	1.1	-5.5	-3.6	-2.7	17.0	0.7	-0.2	7.2	-3.5
O=C(O)CSCCOc1ccc(OCCSCC(=O)O)cc1	-0.9	0.0	2.7	3.0	-9.9	-1.9	-3.2	-0.2	7.8	3.5
COC(=O)C(CCSC)NC(=O)c1cccc([N+](=O)[O-])c1 (centres undefined)	-2.8	0.2	1.5	4.0	-1.9	8.0	0.2	-0.2	-2.5	6.0
O=C(CN1CCN(c2ccc(O)cc2)CC1)NCC(=O)Nc1ccc(F)c(F)c1F	4.3	-2.5	3.3	-5.1	-8.7	3.1	-3.7	0.7	1.6	-2.2
CCCCn1c(SCC(=O)N2CCCc3ccccc32)nc2c1c(=O)n(C)c(=O)n2C	-4.3	-2.8	-2.3	3.9	6.7	5.4	-4.5	-0.2	-2.2	-2.5
CCN1CCN(CC(=O)N/N=C/c2ccc(F)cc2F)CC1	-1.4	-11.4	-2.2	-0.1	-2.8	10.1	0.5	0.3	-7.2	11.7
